# TDP1 block – qHTS Assay for Inhibitors of Tyrosyl-DNA Phosphodiesterase (TDP1) | Potency, µM (series often up to 130 µM), for inactives: at the highest dose activity change, negative = inhibition, hits mostly inhibitors | recombinant TDP1, AlphaScreen DNA substrate cleavage | hit rate 0.28% among 350,000 | AID 485290, 2010; note: nearly all actives have a fitted effect of over 40% in size
# Target sequence (Q9NUW8 whole entry, looked up): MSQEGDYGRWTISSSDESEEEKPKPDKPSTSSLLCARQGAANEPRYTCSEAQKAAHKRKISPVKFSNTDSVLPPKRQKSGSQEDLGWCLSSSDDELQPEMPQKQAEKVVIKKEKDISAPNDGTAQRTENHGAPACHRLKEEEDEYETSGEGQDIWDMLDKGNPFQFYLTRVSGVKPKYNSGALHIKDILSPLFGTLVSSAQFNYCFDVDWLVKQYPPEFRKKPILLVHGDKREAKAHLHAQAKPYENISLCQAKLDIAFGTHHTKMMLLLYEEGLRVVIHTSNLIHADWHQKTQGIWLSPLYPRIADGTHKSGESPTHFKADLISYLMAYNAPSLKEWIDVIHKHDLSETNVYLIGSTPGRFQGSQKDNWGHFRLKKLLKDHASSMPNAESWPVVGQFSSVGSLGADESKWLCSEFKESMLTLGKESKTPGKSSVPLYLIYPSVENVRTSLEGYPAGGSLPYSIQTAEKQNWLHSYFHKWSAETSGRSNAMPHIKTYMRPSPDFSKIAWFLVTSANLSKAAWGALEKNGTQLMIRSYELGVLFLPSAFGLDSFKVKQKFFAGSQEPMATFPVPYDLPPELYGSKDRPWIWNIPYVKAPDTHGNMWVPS
#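 E. coli-derived human Tdp1, 1 nM final. Cpd preinc 15 min RT; substrate 15 nM final, 5 min RT; AS bead mix 10 ug/ml final, 10 min RT. Signal loss = tyrosine-FITC cleavage. No-enzyme wells = max signal.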
# DT40 TDP1 CPT – qHTS for Inhibitors of human tyrosyl-DNA phosphodiesterase 1 (TDP1): qHTS in cells in presence of CPT | AID 686979, 2013 | Potency, µM (top dose mostly 46.2 µM), inactives show at the top dose activity change, negative = growth inhibition, hits mostly inhibitors | chicken DT40 Tdp1-/-;hTDP1 cells + 20 nM CPT, ATP luminescence, 48 h | hit rate 12% among 420,000; note: nearly all actives have a fitted effect of over 55% in size
#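 Cell growth measured by CellTiter-Glo luminescence after a minimum 48 h, 37 C compound exposure with 20 nM CPT in Tdp1-knockout DT40 cells stably expressing hTDP1, seeded 400/well; qHTS titration format.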
# DT40 TDP1 no CPT – qHTS for Inhibitors of human tyrosyl-DNA phosphodiesterase 1 (TDP1): qHTS in cells in absence of CPT; DT40 Tdp1-/- hTDP1 cells, no CPT, ATP luminescence, 48 h; Potency, µM (highest dose often 46.2 µM), without a hit: at the top dose activity change, negative = growth inhibition, usual class: inhibitors; hit rate 15% among 420,000; AID 686978, 2013; note: nearly all actives have a fitted effect of over 55% in size
#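 Chicken DT40 Tdp1-/- cells stably complemented with human TDP1 were seeded at 400 cells/well with DMSO in place of 20 nM camptothecin. After compound pinning, cells grew at least 48 hr at 37 °C; viability read by CellTiter-Glo luminescence.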
# Numbers without * were called inactive; ? = inconclusive; . = not tested or not shown. Calls come from the whole dose curve; as a rule, active = well fitted curve in the direction sought with a large enough effect; inconclusive = small, poorly fitted or top-dose-only effect, or another doubt; inactive = no such curve, though single readings can be large; an effect the other way counts as inactive or inconclusive. % is set by controls: 0 for no effect and ±100 for the full control effect; potency is the fitted concentration of half-maximal effect.
SMILES,TDP1 block,DT40 TDP1 CPT,DT40 TDP1 no CPT
O=C1/C(=C/c2cccnc2)SC(=S)N1c1ccccc1,-1%,-16%,-8%
Cc1ccc(N(CC(=O)NC(C)(C)C)C(=O)CNC(=O)c2cccs2)c(C)c1,-2%,17%,-14%
CCOC(=O)C(CO)(NC(C)=O)C(=O)OCC,-2%,-25%,11%
C=CCOC(=O)C1=C[C@@H](C2CCCCC2)C[C@@H](OCc2ccc(CO)cc2)O1,1%,?,?
COc1cc(C)c2c(c1OC)C(=O)CC2,.,-11%,-1%
CCC(C)[C@H](NC(=O)NCc1cccs1)C(=O)O (stereo not given in full),5%,2%,7%
CN(CCc1ccccc1)C(=O)c1cc(COc2cccc(C(F)(F)F)c2)on1,.,?,?
O=C(Cn1cnc2ccccc2c1=O)N1CCN(Cc2ccccc2)CC1,3%,-15%,?
COc1ccc(OCC(=O)Nn2c(-c3ccc(OC)cc3)nc3ccccc3c2=O)cc1,8%,-3%,?
CCN(CC)c1nc(-c2ccccn2)nc(-c2ccccc2)c1C#N,6%,18µM*,3.3µM*
CN(C)Cc1c(O)ccc2c3c(c(=O)oc12)CCCCC3,4%,14%,-8%
CCOC(=O)C1(CC2CCCCO2)CCN(Cc2nc3ccccc3[nH]2)CC1 (stereo not given),0%,?,-10%
Cc1ccc(OCCn2c3ccccc3n3nc(C)c(=O)nc23)cc1,-1%,-14%,?
COc1ccc(NC(=O)N2CC3(CCN(S(=O)(=O)c4ccccc4)CC3)C2)cc1,.,?,?
CCC(c1nnnn1CCOC)N1CCN(C(=O)c2ccco2)CC1 (stereo not given),4%,-3%,-8%
COc1cc(C(=O)N2CCN(C(=O)Cc3ccccc3)CC2)cc(OC)c1OC,3%,-4%,0%
Cc1cc(C)c(-c2csc(NC(=O)CCCc3nc4ccccc4c(=O)[nH]3)n2)c(C)c1,.,18µM*,8.2µM*
COc1cc(OC)c(NC(=O)c2nc(-c3ccncc3)no2)cc1Cl,3%,-17%,-6%
Cc1ccc(C(=O)N2CCN(c3ccccn3)CC2)cc1C,.,3%,-9%
CN(c1ccccc1)S(=O)(=O)c1ccc(C(=O)Nc2cccc(S(=O)(=O)N3CCOCC3)c2)cc1,.,7.3µM*,7.3µM*
CCOc1ccc(NC(=O)c2ccc(-c3nc(COc4ccccc4)c(C)o3)cc2)cc1,0%,-18%,2%
COc1cc(OC)cc(C(=O)N2CCN(C(=O)c3cccnc3)CC2)c1,.,-1%,6%
O=C(Nc1cccc(-c2nc3ncccc3o2)c1)c1ccc(-c2cccc(Cl)c2Cl)o1,.,5.8µM*,6.5µM*
O=C(CSc1n[nH]c(-c2cccnc2)n1)Nc1ccccc1[N+](=O)[O-],2%,-14%,-19%
Cc1ccc(SCc2nc(-c3ccncc3)no2)cc1,0%,5.8µM*,13µM*
COc1ccc(-c2cn3c(C)c(C(=O)NCc4ccc5c(c4)OCO5)sc3n2)cc1,.,-11%,-19%
CCn1nnnc1NCc1ccc(OCc2ccc(F)cc2Cl)c(OC)c1,11%,?,?
CCn1cc2nc(SCc3cccc(C)c3)n(CCc3ccccc3)c(=O)c2n1,8%,23µM*,?
Nc1nnc(CC(=O)N/N=C/c2ccc(-c3ccc(F)cc3)o2)s1,5%,6%,-16%
COCCCNC(=O)CSc1nc2c(sc(=S)n2-c2cc(Cl)ccc2OC)c(=O)[nH]1,.,10%,1%

# Exported as tab-separated lines: four of the compounds above
mol	TDP1 block	DT40 TDP1 CPT	DT40 TDP1 no CPT
Cc1ccc(SCc2nc(-c3ccncc3)no2)cc1	0%	5.8µM*	13µM*
COc1ccc(-c2cn3c(C)c(C(=O)NCc4ccc5c(c4)OCO5)sc3n2)cc1	.	-11%	-19%
CCn1nnnc1NCc1ccc(OCc2ccc(F)cc2Cl)c(OC)c1	11%	?	?
CCn1cc2nc(SCc3cccc(C)c3)n(CCc3ccccc3)c(=O)c2n1	8%	23µM*	?

# Remaining list, next part
SMILES,TDP1 block,DT40 TDP1 CPT,DT40 TDP1 no CPT
O=C(NC(=S)Nc1ccc(F)cc1)C1CCCCC1,2%,-9%,6%
CCOc1ccc(CCNC(=O)Cn2ncc3c([nH]c4ccccc43)c2=O)cc1OCC,5%,-5%,7%
COC(=O)[C@@]12CCCCN1[C@H](c1ccc(-c3ccc(OC)cc3)c(OC)c1)[C@@H]1C(=O)N(C)C(=O)[C@@H]12,1%,21µM*,?
Cc1cc(N2CCN(c3cc(Cl)ccc3C)CC2)n2nc(-c3ccccc3)nc2n1,0%,-8%,-25%
COc1ccc(CCN2CC(C(=O)N(C)Cc3ccc4nsnc4c3)CCC2=O)cc1 (stereo not given),5%,-11%,-30%
CN(C(=O)COC(=O)c1ccc2c(c1)NC(=O)CS2)C1CCS(=O)(=O)C1 (stereo not given),6%,-29%,-8%
OC(CNCc1ccc(Cl)c(Cl)c1)c1ccccc1 (stereo not given),6%,?,?
CC1(C)Cc2ccccc2C(/C(=N/O)C(N)=O)=N1,7%,-2%,-6%
COc1cccc(Cn2c(Oc3cc(C)cc(C)c3)nc3c2c(=O)n(C)c(=O)n3C)c1,.,?,?
COc1ccc(C(=O)Nc2ccc(OC)c([N+](=O)[O-])c2)cc1Br,-8%,0%,?
CC(C)NC(=O)N(C)C[C@H]1Oc2cc(C#Cc3ccc(F)cc3)ccc2S(=O)(=O)N([C@H](C)CO)C[C@H]1C,.,23µM*,?
CN(C)S(=O)(=O)c1ccc(N2CCCC2)c(C(=O)NCc2cccc(C(F)(F)F)c2)c1,2%,-22%,?
O=C(Nc1ccc(NC(=O)c2cccs2)cc1)c1cccs1,.,-14%,-13%
O=C(COC(=O)C1CC(O)CN1S(=O)(=O)c1ccccc1[N+](=O)[O-])c1ccc[nH]1 (stereo not given),0%,-16%,1%
CC(=O)C1=C(N2CCCCC2)CCC1=O,-3%,-10%,-29%

# Compound profiles, from the list above:
# COC(=O)[C@@]12CCCCN1[C@H](c1ccc(-c3ccc(OC)cc3)c(OC)c1)[C@@H]1C(=O)N(C)C(=O)[C@@H]12 as listed: TDP1 block: 1%; DT40 TDP1 CPT: 21µM*; DT40 TDP1 no CPT: ?
# CC(=O)C1=C(N2CCCCC2)CCC1=O as listed: TDP1 block: -3%; DT40 TDP1 CPT: -10%; DT40 TDP1 no CPT: -29%

# (listing goes on)
SMILES,TDP1 block,DT40 TDP1 CPT,DT40 TDP1 no CPT
CC12CC3CC(C)(C1)CC(C(=O)NCc1cccnc1)(C3)C2,.,-33%,-9%
CCOC(=O)c1cc(C)sc1NC(=O)CSc1nnnn1C,3%,-3%,-5%
COc1ccc(NS(=O)(=O)c2cc(N=Nc3c(O)[nH]c(=O)[nH]c3=O)ccc2OC)cc1Br,.,-19%,-12%
COCCCn1cn[nH]c1=S,8%,?,15µM*
COC(=O)[C@]12CCCCC=C1N(CCc1ccc(OC)c(OC)c1)C(=O)[C@H](CC(=O)NCc1ccc(C)o1)C2,.,16µM*,?
C=CCc1c(C)nc(-c2ccccc2)nc1N/N=C/c1ccncc1,2%,?,-28%
Nc1ccc(OCC(O)C[n+]2ccc(CCS(=O)(=O)[O-])cc2)cc1 (stereo not given),2%,2%,-4%
Cc1cccc(NC(=O)C2C3C=CC(O3)C2C(=O)O)c1C (stereo not given),3%,-12%,-2%
COC(=O)c1ccc(NS(=O)(=O)c2ccc3[nH]c(=O)oc3c2)cc1,?,1%,-4%
O=C(NCC1CCCO1)C(=O)N/N=C/c1ccc(O)c(Cl)c1 (stereo not given),3%,6%,3%
CC(C)C(=O)Nc1cccc(-c2nc3ncccc3o2)c1,.,3%,20%
COc1ccc(CCNC(=O)CSc2nc3cc(Cl)ccc3o2)cc1OC,2%,?,?
COc1ccc(N2CCN(C(=O)C(=O)c3cn(CC(=O)N4CCCCCC4)c4ccccc34)CC2)cc1,6%,?,?
CN1CCCCCC1=Nc1ccc([N+](=O)[O-])cc1,.,-5%,-17%
CCc1c(C)sc(NC(=O)c2cc(C3CC3)on2)c1C#N,2%,-17%,-18%
CCOc1ccccc1N(CC(=O)NCCc1ccccc1)C(=O)CCC(=O)Nc1ccccn1,0%,13%,-14%
CCCc1cc(=O)oc2cc(C)cc(OC(C)C(=O)NCc3ccccn3)c12 (stereo not given),2%,-17%,-27%
CC1(CSc2ccccc2)CC(=O)N1 (stereo not given),.,1%,-13%
O=C(/C=C/c1ccc(OCCCF)cc1)N1CCN(Cc2ccccc2)CC1,.,1%,?
O=C(CSCc1cccc(Cl)c1)N/N=C/c1ccc(OCC(=O)N2CCCCC2)cc1,2%,16µM*,16µM*
O=C1[C@@H]2C(c3cccnc3)=NO[C@@H]2C(=O)N1c1ccc(Cl)cc1Cl,7%,?,-44%
COc1cc(OC)cc(C(=O)NCCS(=O)(=O)N2CCN(Cc3ccccc3)CC2)c1,2%,?,?
COc1ccc(NC(C)=O)cc1NC(=O)c1c(C)noc1C,.,8%,5%
CCCCc1ccc(N/C(N)=N/c2nc(C)cc(C)n2)cc1,-3%,?,5.2µM*
COc1ccc(-n2nc(C(=O)NCC(=O)NCC3COc4ccccc4O3)c3ccccc3c2=O)cc1OC (stereo not given),1%,?,?
CCOc1ccccc1N1CCN(C(=O)C2=CC=CN3CCS(=O)(=O)N=C23)CC1,-4%,-4%,?
COc1ccc(OC)c(C2/C(=C(\O)c3ccc(OC)c(Cl)c3)C(=O)C(=O)N2CCN(C)C)c1 (stereo not given),2%,8%,6%
COc1cccc(-c2nccc(NCc3ccc(OC)cc3OC)n2)c1,.,?,?
Cc1c(NC(=O)C(C)Sc2ccccc2)c(=O)n(-c2ccccc2)n1C (stereo not given),2%,-1%,8%
O=C(Nc1ccc(Nc2ccncc2)cc1)c1ccc([N+](=O)[O-])cc1,4%,21µM*,15µM*

# Reformatted field by field: part of the list above
COc1ccc(OCC(=O)Nn2c(-c3ccc(OC)cc3)nc3ccccc3c2=O)cc1
- TDP1 block: 8%
- DT40 TDP1 CPT: -3%
- DT40 TDP1 no CPT: ?
CCN(CC)c1nc(-c2ccccn2)nc(-c2ccccc2)c1C#N
- TDP1 block: 6%
- DT40 TDP1 CPT: 18µM*
- DT40 TDP1 no CPT: 3.3µM*

# The listing continues.
SMILES,TDP1 block,DT40 TDP1 CPT,DT40 TDP1 no CPT
CC1CC2(C)CC(C)C1(COC(=O)Nc1ccccc1)CO2 (stereo not given),0%,-12%,?
CCCCN1C2CCCC1CC(NC(=O)c1ccccc1Cl)C2 (stereo not given),2%,?,3%
N/N=C(\Cc1cscn1)c1ccc(O)cc1O,8%,-8%,?
O=C(/C=C/c1ccco1)Nc1ccccc1N1CCCC1,3%,?,?
COc1cccc(N2CCN(C(=O)c3cnn(-c4ccc(C)cc4C)c3C3CCN(C(=O)OC(C)(C)C)CC3)CC2)c1,4%,?,21µM*
O=C(Nc1ccccc1C(=O)N1CCOCC1)C1CCC(=O)N1C1CCCC1 (stereo not given),9%,?,5%
Cc1ccc(CNC(=O)c2ccc3c(=O)[nH]c4c(C(=O)NCC5CCCO5)sc(=S)n4c3c2)cc1 (stereo not given),0%,?,-5%
O=[N+]([O-])c1ccc(Oc2ccc(/C=N/O)cc2)nc1,9%,-17%,-10%
COc1ccccc1NC(=S)NNC(=O)c1nn(C)c(C)c1Cl,12%,3%,-15%
O=C(COC(=O)CCc1ccccc1)Nc1cc([N+](=O)[O-])ccc1F,0%,-3%,10%
CCCCC(=O)N1C(C)CCC1C (stereo not given),.,8%,3%
Cc1cc(-c2ccc(Cl)s2)n[nH]1,0%,0%,7%
CC(C)CN(CC(C)C)S(=O)(=O)c1ccc(C(=O)Nc2sc3c(c2C(N)=O)CCN(C(C)C)C3)cc1,5%,8.2µM*,9.2µM*
CC1(C)CC(=O)N(CC(=O)NCc2ccc(F)cc2)c2ccccc2S1(=O)=O,-3%,-8%,-19%
CC1(C)OC(=O)C(=CNc2ccccc2F)C(=O)O1,3%,-12%,-10%

# Two compounds picked at random from those above, as already listed:
SMILES,TDP1 block,DT40 TDP1 CPT,DT40 TDP1 no CPT
COc1ccccc1NC(=S)NNC(=O)c1nn(C)c(C)c1Cl,12%,3%,-15%
CC(C)CN(CC(C)C)S(=O)(=O)c1ccc(C(=O)Nc2sc3c(c2C(N)=O)CCN(C(C)C)C3)cc1,5%,8.2µM*,9.2µM*

# (further entries)
SMILES,TDP1 block,DT40 TDP1 CPT,DT40 TDP1 no CPT
O=C1NC(=S)S/C1=C\c1cc(Cl)ccc1Cl,.,21µM*,?
CCCCNc1cc(C(=O)O)cc(S(N)(=O)=O)c1Oc1ccccc1,-3%,-18%,-8%
O=C(NCc1cccnc1)c1cccc(C(F)(F)F)c1,0%,-24%,1%
CCN(CC)S(=O)(=O)c1ccc(N2CCOCC2)c(NC(=O)c2c3c(nc4ccccc24)CCC3)c1,-9%,15µM*,15µM*
Cn1c(N2CCOCC2)nc2c1c(=O)n(Cc1ccc(Cl)cc1)c(=O)n2C,.,?,?
CCn1c2ccccc2c2cc(NC(=O)CN3CCCC3)ccc21,5%,-14%,-22%

# Bioassay records (PubChem BioAssay)
